# MC4R barr agon: MC4R agonists recruiting beta-arrestin, primary screen, cell-based, luminescence, agonist arm of biased-ligand search; AID 540308, 2011; 360,000 compounds, 0.98% hits; U2OS MC4R beta-arrestin complementation; percent of melanotan II response, DMSO zero; activation, % at 8.9 µM; Melanocortin receptor 4 (Homo sapiens), P32245;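 active means activation above a per-plate cutoff, the mean activation of sample wells on that plate plus 3 SD, cut at about 8% in these data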
# PDI inh: inhibitors of human PDI, primary screen, biochemical, turbidity, single point, plate reader; Protein disulfide-isomerase (Homo sapiens), P07237; PDI insulin aggregation turbidity, A650, 90 min; inhibition, % at 10 µM; 350,000 compounds, 0.052% hits; AID 588391, 2011;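 active means mean inhibition across replicates of 30% or more, whatever share of single replicates reach that level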;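 further: absorbance from insulin aggregation driven by PDI reduction with DTT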
# Exocytosis inh: LAMP-1 surface exposure blockers, TALL-104 cells – cell-based, flow cytometry, MLPCN library, primary screen; inhibition, % at 10 µM; 360,000 compounds, 0.66% hits; TALL-104 LAMP-1 surface exposure; cells stimulated with thapsigargin and PMA; AID 651702, 2012;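 active means inhibition above about 55%, limit read from the data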
# Cardio protect: cardioprotection against H2O2-induced cell death, primary screen, uHTS, H9c2 cells, ATPLite luminescence; 360,000 compounds, 0.63% hits; H9c2 cardiomyocytes, H2O2 injury protection, 2 h; protection from H2O2 cell death, % at 20 µM;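 active means compounds giving at least 50% protection of heart cells from peroxide-induced death in the single-dose screen, raw or plate-pattern-corrected value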;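 further: 0% = DMSO wells with peroxide and 100% = DMSO wells without peroxide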
# ABCB6 inh 2: ABCB6 transporter inhibitors, primary screen, K562-ABCB6 cells, flow cytometry, MLPCN library | ATP-binding cassette sub-family B member 6 (Homo sapiens), Q9NP58 | K562-ABCB6 porphyrin accumulation, 1 h; active compounds read low | fluorescence ratio to DMSO, % at 10 µM | 360,000 compounds, 0.19% hits;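 active means fluorescence ratio to DMSO below 75%, the collection mean minus 3 SD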;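 further: signal is porphyrin accumulated inside mitochondria; 100% equals median channel fluorescence of DMSO control wells; lower ratio means ABCB6 inhibition with less porphyrin fluorescence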
# Target sequence (Q9NP58 whole entry, looked up): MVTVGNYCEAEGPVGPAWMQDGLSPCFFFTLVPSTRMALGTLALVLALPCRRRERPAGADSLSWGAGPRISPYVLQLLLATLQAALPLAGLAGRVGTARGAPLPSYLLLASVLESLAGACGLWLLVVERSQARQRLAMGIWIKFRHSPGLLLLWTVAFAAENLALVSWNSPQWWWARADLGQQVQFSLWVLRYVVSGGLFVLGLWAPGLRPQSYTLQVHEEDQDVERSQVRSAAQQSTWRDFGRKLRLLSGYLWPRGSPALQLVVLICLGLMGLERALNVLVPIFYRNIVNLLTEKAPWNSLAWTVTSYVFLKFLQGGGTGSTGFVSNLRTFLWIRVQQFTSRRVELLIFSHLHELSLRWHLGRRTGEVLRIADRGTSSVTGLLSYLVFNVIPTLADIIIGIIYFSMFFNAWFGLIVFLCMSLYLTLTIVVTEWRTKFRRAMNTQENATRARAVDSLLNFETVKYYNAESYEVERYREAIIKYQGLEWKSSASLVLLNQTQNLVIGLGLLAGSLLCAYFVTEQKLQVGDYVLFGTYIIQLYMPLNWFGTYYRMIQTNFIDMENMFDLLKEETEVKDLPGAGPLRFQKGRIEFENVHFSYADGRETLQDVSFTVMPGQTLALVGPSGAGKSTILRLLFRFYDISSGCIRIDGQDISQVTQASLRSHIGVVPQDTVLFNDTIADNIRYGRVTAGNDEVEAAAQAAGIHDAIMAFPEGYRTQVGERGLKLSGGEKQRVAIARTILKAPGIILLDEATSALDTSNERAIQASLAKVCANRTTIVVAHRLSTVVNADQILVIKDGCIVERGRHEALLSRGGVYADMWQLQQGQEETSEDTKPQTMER
# Glyco luc inh: increase of ERlucT glycosylation luciferase signal, primary screen, N-linked glycosylation inhibitor project, D54 ERlucT cells, luminescence, set 2 | D54 ERlucT glycosylation luciferase reporter, 24 h; percent of 100 nM tunicamycin response | reporter increase, % at 12.5 µM | 360,000 compounds, 0.23% hits | AID 588692, 2011;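 active means mean luciferase reporter signal, scaled so untreated is 0 and the glycosylation-blocking control 100, at or above a set limit in every replicate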;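 further: luciferase carries N-glycosylation sites so blocking glycosylation raises the light; 0% = median of neutral control wells and 100% = median of 100 nM tunicamycin wells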
# MC4R antag cAMP: MC4R antagonists of cAMP signaling, primary screen, cell-based, TR-FRET, antagonist arm of biased-ligand search | AID 540295, 2011 | inhibition, % at 6.5 µM | 360,000 compounds, 0.48% hits | Melanocortin receptor 4 (Homo sapiens), P32245 | MC4R-expressing cells, MTII-stimulated cAMP, LANCE TR-FRET;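 active means inhibition above its plate's cutoff, the mean of tested wells on that plate plus 3 SD, cut at about 29% in these data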;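 further: 0% = Melanotan II alone and 100% = Melanotan II plus saturating MCL0020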
#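 material = U2OS cells stably expressing human melanocortin 4 receptor (MC4R) | also added = Melanotan II challenge | dosing = single nominal compound dose of 6.5 µM | detection = TR-FRET with Eu-cAMP and labeled anti-cAMP, 671 nm | replication = singlicate | timing = compound 30 min, challenge 1 h, detection 1 h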
# CaV13 FRET inh: Primary screen for inhibitors of IQ motif and Ca2+-dependent inactivation inhibitor domain binding in CACNA1D, Förster resonance energy transfer in living cells, …; HEK cells, CFP/YFP FRET ICDI-IQ, plate reader, 10 min; percent FRET-ratio fall versus neutral wells; 340,000 compounds, 0.098% hits; inhibition, % at 12.3 µM;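 active means mean replicate inhibition of at least 30% and at least 1% of replicates passing that level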;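 further: 0% = median of the neutral control wells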
# ABHD5 PLIN5 PPI: ABHD5-PLIN5 interaction inhibitors, primary screen, cell lysate, split luciferase complementation, luminescence; Perilipin-5 (Homo sapiens) + 1-acylglycerol-3-phosphate O-acyltransferase ABHD5 (Homo …; Split G. princeps luciferase complementation, 4 h; inhibition, % at 4 µM; 360,000 compounds, 0.78% hits;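 active means inhibition above the mean inhibition across every tested compound plus 3 SD, cut at about 22% in these data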;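 further: 0% = DMSO only wells and the 100% control is not disclosed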
# HTR2A ag: mouse Htr2a agonists via beta-arrestin recruitment, primary screen, cell-based, luminescence. 360,000 compounds, 0.66% hits. 5-hydroxytryptamine receptor 2A (Mus musculus), P35363. activation, % at 7.6 µM. CHO-K1 mHTR2A beta-arrestin complementation; percent of 30 µM serotonin response;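 active means activation above a run cutoff, the mean activation of all tested compounds plus 3 SD, cut at about 14% in these data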;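 further: 0% = plate median of compound wells and 100% = 30 µM serotonin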
# Starred values were filed as active, the others as inactive; · = no result given.
1	CCc1cccc(CC)c1NC(=S)NCc1nc2ccccc2[nH]1
2	N#CC(CC(=O)c1ccc(Cl)cc1)c1ccccc1 (centres undefined)
3	CCC(C(=O)N1CCN(c2ncccn2)CC1)c1ccccc1 (centres undefined)
4	O=C(CSc1ccc2c(c1)OCCO2)Nc1ncc(Cl)cc1Cl
5	CCOc1cc(N2CCOCC2)c(OCC)cc1NC1=NCCCCC1
6	O=C(NCC1CCN(Cc2ccc(F)cc2)CC1)C1CCCN(c2ncnc3c2nc2n3CCCCC2)C1 (centres undefined)
7	CC(C)CN1C(=O)C(=O)N(CC(=O)NCCCc2ccccc2)C1=O
8	O=C(O)C1=C[C@H](c2ccccc2)C[C@H](OCCCCO)O1

Assay by compound	1	2	3	4	5	6	7	8
MC4R barr agon	0.4	0.7	-0.3	-0.3	-0.3	-2.2	1.9	-0.6
PDI inh	3	-2	0	7	-14	-13	0	-3
Exocytosis inh	-2	-5	1	-2	-2	-8	-9	58*
Cardio protect	-4	-2	7	-7	2	11	3	0
ABCB6 inh 2	98	95	94	93	107	91	100	98
Glyco luc inh	1	-1	1	-2	1	-1	5	3
MC4R antag cAMP	17	-3	10	3	4	4	13	0
CaV13 FRET inh	-5	-6	-6	-2	·	-16	-10	-6
ABHD5 PLIN5 PPI	0	-5	1	-1	-1	5	6	-5
HTR2A ag	2	-3	3	6	5	-4	6	-3

# Next section; the last four above are carried over.
5	CCOc1cc(N2CCOCC2)c(OCC)cc1NC1=NCCCCC1
6	O=C(NCC1CCN(Cc2ccc(F)cc2)CC1)C1CCCN(c2ncnc3c2nc2n3CCCCC2)C1 (centres undefined)
7	CC(C)CN1C(=O)C(=O)N(CC(=O)NCCCc2ccccc2)C1=O
8	O=C(O)C1=C[C@H](c2ccccc2)C[C@H](OCCCCO)O1
9	CCCc1cc(NC(=O)COC(=O)c2ccc(O)cc2O)n(-c2ccccc2)n1
10	CCOC(=O)CNC(=O)CSc1nc2sc(C)c(C)c2c(=O)n1C
11	CCCCc1cc(=O)oc2cc(C)cc(OC(C)C(=O)NCC3CCC(C(=O)O)CC3)c12 (centres undefined)
12	Cn1c(=O)[nH]c(=O)c2c1nc(N1CCNCC1)n2Cc1cccc2ccccc12
13	Nc1cc(S(=O)(=O)N2CCCCC2)ccc1N1CCCCC1
14	COc1ccc(C2C(C#N)=C(N)N(c3cccnc3)C3=C2C(=O)CCC3)cc1Cn1cc([N+](=O)[O-])cn1 (centres undefined)
15	Cc1nn(CC(=O)Nc2ccccc2)c(=O)c2ccccc12
16	COc1ccc(NC(C)=O)cc1NC(=O)c1cccc(S(=O)(=O)N2CCN(Cc3ccccc3)CC2)c1

Assay by compound	5	6	7	8	9	10	11	12	13	14	15	16
MC4R barr agon	-0.3	-2.2	1.9	-0.6	2.6	-2.7	-1.5	-3.8	-2.2	0.2	-1.0	0.8
PDI inh	-14	-13	0	-3	3	-8	·	2	-6	0	-1	-3
Exocytosis inh	-2	-8	-9	58*	14	-2	-4	2	-1	0	-2	-2
Cardio protect	2	11	3	0	-13	-3	5	-3	-12	8	11	-1
ABCB6 inh 2	107	91	100	98	95	82	103	96	95	87	101	93
Glyco luc inh	1	-1	5	3	-2	-2	1	2	-4	1	1	-3
MC4R antag cAMP	4	4	13	0	0	1	18	6	1	12	4	3
CaV13 FRET inh	·	-16	-10	-6	-3	·	·	-4	-7	-4	-4	-7
ABHD5 PLIN5 PPI	-1	5	6	-5	-9	2	-5	-3	-14	1	0	-5
HTR2A ag	5	-4	6	-3	8	-2	-4	-3	-13	-4	4	-12

17	COc1cccc(N2CCN(CC(=O)Nc3nnc(-c4ccccc4)s3)CC2)c1
18	CC1CC(C)(C)NCc2ccccc21 (centres undefined)
19	Clc1ccc(Cl)c2sc(N3CCCC3)nc12
20	O=C(COC(=O)c1cc2ccccc2cc1O)NC1CCCCC1
21	CCOC(=O)C1=C(N)N(c2ccc(N3CCCCC3)cc2)C(=O)C1
22	Fc1cc(Cl)ccc1Nc1nc(NCc2ccccc2)nc2ccsc12
23	O=c1c2ccccc2c(-c2n[nH]c(=S)o2)nn1Cc1ccccc1
24	O=C1[C@H](Cc2ccccc2)NCCCC[C@H](c2ccc(Cl)cc2)N1Cc1ccc(Cl)cc1

Assay by compound	17	18	19	20	21	22	23	24
MC4R barr agon	-0.8	-2.2	0.8	5.6	-0.4	-0.6	1.6	-1.0
PDI inh	8	6	-7	-3	-1	-18	-4	-13
Exocytosis inh	1	-1	3	-1	-7	6	-6	-4
Cardio protect	3	2	4	-15	-5	-22	-3	-7
ABCB6 inh 2	97	99	97	93	111	93	94	97
Glyco luc inh	-1	2	·	1	0	-7	1	-4
MC4R antag cAMP	0	1	0	12	9	6	28	10
CaV13 FRET inh	·	·	·	-5	-5	-4	-7	-10
ABHD5 PLIN5 PPI	-2	-2	-8	0	4	1	-7	-5
HTR2A ag	-8	-1	-3	-3	-1	-4	-3	2

25	O=C1NC(c2cccs2)C(C(=O)c2ccccc2)C(O)(C(F)(F)F)N1 (centres undefined)
26	COc1ccccc1N(CC(=O)NCc1cccnc1)S(C)(=O)=O
27	O=C(CCc1nnc2n(Cc3ccc(F)cc3)c(=O)c3ccccc3n12)N1CCN(c2ccccn2)CC1
28	COc1ccccc1N1CCCSC1=Nc1ccccc1
29	COc1ccccc1/C=C/C(=C1/C(=O)N(c2ccccc2)N=C1C)c1ccc(C)cc1
30	CN(Cc1ccccc1O)CC1CCCN(CCc2ccc(Cl)cc2)C1 (centres undefined)
31	CCC1(C)Cc2ccccc2-c2[nH]c(=S)[nH]c(=O)c21 (centres undefined)
32	O=c1c2c3c(sc2nc2sc(CN4CCOCC4)cn12)CCCC3

Assay by compound	25	26	27	28	29	30	31	32
MC4R barr agon	-0.8	-0.3	-2.7	-0.1	-0.7	-1.0	-0.8	-0.5
PDI inh	5	21	12	-1	3	12	-9	-4
Exocytosis inh	-3	-3	-1	0	7	69*	-5	2
Cardio protect	-1	3	49	7	-2	0	13	-4
ABCB6 inh 2	99	97	103	98	102	99	92	97
Glyco luc inh	4	1	1	1	-2	0	-6	-1
MC4R antag cAMP	10	-6	10	6	14	6	29*	-3
CaV13 FRET inh	-5	·	-14	-6	-6	-4	-6	-6
ABHD5 PLIN5 PPI	-9	3	10	-4	-8	0	-4	2
HTR2A ag	-3	4	-3	0	6	-3	2	2

33	Cc1cc(C)cc(OCC(=O)NC2=NCCS2)c1
34	Cc1nc2c(-c3ccc(Cl)cc3)c(C)[nH]n2c(=O)c1Cc1ccccc1
35	COc1ccccc1-n1c(-c2cc(-c3ccco3)[nH]n2)n[nH]c1=S
36	COc1ccccc1C(=O)NCC(=O)NC(C)c1ccc(-n2ccnc2)cc1 (centres undefined)
37	COc1ccc(N2CCN(C(c3ccccc3OC)c3nnnn3C3CCCC3)CC2)cc1 (centres undefined)
38	O=C(COC(=O)c1ccc2ncsc2c1)Nc1ccc(Cl)cc1
39	CCOc1ccc(Nc2cc(=O)oc3ccccc23)cc1
40	COc1ccc(OC)c(NS(=O)(=O)c2cc(OC)ccc2OC)c1

Assay by compound	33	34	35	36	37	38	39	40
MC4R barr agon	0.3	-3.9	-2.3	-3.0	-0.5	-1.1	1.1	2.9
PDI inh	-6	-2	-3	5	0	4	-6	2
Exocytosis inh	-2	-1	-6	-10	2	4	6	1
Cardio protect	2	-15	7	4	-12	-15	-7	4
ABCB6 inh 2	97	94	103	101	97	92	105	92
Glyco luc inh	2	-13	1	2	-6	1	-1	0
MC4R antag cAMP	-5	-1	10	1	5	1	-11	1
CaV13 FRET inh	-3	4	-18	-6	-6	-5	-10	-16
ABHD5 PLIN5 PPI	0	0	-3	-1	-1	5	6	-6
HTR2A ag	1	5	6	0	-5	-3	4	6

41	CCOc1ccc(N2C(=O)CC(N3CCN(c4ccc([N+](=O)[O-])cc4)CC3)C2=O)cc1 (centres undefined)
42	COc1ccc2oc(C)c(C(=O)NN)c2c1
43	O=C(Nc1nnc(CCc2ccccc2)s1)c1cccc(F)c1
44	CCc1nc(SCC(=O)Nc2ccccc2OC)n[nH]1
45	CCCc1nc2ccccc2[nH]1
46	Nc1nc(NCCCN2CCOCC2)nc(Nc2cccc(F)c2)c1[N+](=O)[O-]
47	CCc1nc2ccc(C(=O)NCCOc3ccc(OC)cc3)cn2c1N(CC)CCN(C)C
48	CCN1C(=O)/C(=C/c2cn(-c3ccccc3)nc2-c2cccnc2)SC1=S

Assay by compound	41	42	43	44	45	46	47	48
MC4R barr agon	-1.3	-2.3	14*	-0.6	-1.1	-0.3	0.6	-0.9
PDI inh	-4	-1	1	-18	-2	8	5	0
Exocytosis inh	8	8	-1	-3	8	-6	4	4
Cardio protect	-9	-10	9	4	4	20	11	-6
ABCB6 inh 2	102	100	98	97	103	93	102	107
Glyco luc inh	3	-1	3	0	1	18	3	-1
MC4R antag cAMP	8	-2	8	5	-4	-2	-2	1
CaV13 FRET inh	-21	-9	-4	-7	-5	3	-5	-4
ABHD5 PLIN5 PPI	3	-2	5	2	4	-1	-8	-5
HTR2A ag	-5	1	4	3	0	-1	5	-3

# Three compounds from above, reduced to Exocytosis inh and ABCB6 inh 2:
cpd	Structure	Exocytosis inh	ABCB6 inh 2
41	CCOc1ccc(N2C(=O)CC(N3CCN(c4ccc([N+](=O)[O-])cc4)CC3)C2=O)cc1 (centres undefined)	8	102
42	COc1ccc2oc(C)c(C(=O)NN)c2c1	8	100
43	O=C(Nc1nnc(CCc2ccccc2)s1)c1cccc(F)c1	-1	98

# Additional structures follow.
49	O=C(COC(=O)c1ccc([N+](=O)[O-])o1)NC1CCCCC1
50	COC(=O)C1(C(=O)OC)C/C=C\CN(S(=O)(=O)c2ccccc2[N+](=O)[O-])CCC1
51	CC(C)CN(C(=O)CN1CCOCC1)c1c(N)n(CC(C)C)c(=O)[nH]c1=O
52	Nc1nc(SCc2ccccc2)ns1

Assay by compound	49	50	51	52
MC4R barr agon	-1.1	·	-1.8	-0.9
PDI inh	1	·	-8	-7
Exocytosis inh	0	-8	5	-2
Cardio protect	8	·	4	-3
ABCB6 inh 2	106	97	100	89
Glyco luc inh	0	·	-1	3
MC4R antag cAMP	9	·	10	2
CaV13 FRET inh	-2	-2	-18	·
ABHD5 PLIN5 PPI	3	-1	-4	-14
HTR2A ag	7	0	-1	-2

# Screening results from PubChem BioAssay.
